MLLE-PAM2 inh: inhibitors of PABP1 MLLE–PAM2 peptide binding, primary screen, biochemical, fluorescence polarization, FITC-PAM2, GST-MLLE | inhibition, % at 20 µM | hit rate 0.36% among 360,000; in the data active means inhibition above about 35%, passing the limit was not always enough;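 further: plate controls were DMSO wells with GST-MLLE for no effect and wells lacking GST-MLLE protein for full effect; some results filed as inactive read as strong as hits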
FAS TE block: FAS thioesterase domain inhibitors, primary screen, biochemical, fluorescence intensity, uHTS | AID 602261, 2012 | hit rate 0.67% among 360,000 | recombinant FAS-TE, OMFH fluorogenic substrate, fluorescence endpoint | Fatty acid synthase (Homo sapiens), P49327 | inhibition, % at 15 µM;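 active means compounds whose normalised, plate-corrected inhibition of enzyme fluorescence in the single-dose primary screen is 50% or more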;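 further: 0% = DMSO with enzyme and 100% = substrate without enzyme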
Rpn11 inh: Rpn11 (PSMD14) deubiquitinase inhibitors, primary screen, biochemical, fluorescence polarization, uHTS | 26S proteasome non-ATPase regulatory subunit 14 (Homo sapiens), O00487 | human 26S proteasome, Ub4-pepOG fluorescence polarization; 20S core pre-blocked with epoxomicin | calls only at 20 µM | hit rate 0.59% among 360,000 | AID 588493, 2011;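 active means inhibition at 20 µM, scaled to each plate's controls, above about 33%, limit read from the data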
SKN-1 block: suppressors of acrylamide-induced Pgst-4::GFP reporter in worms, primary screen, SKN-1 inhibitor project, whole organism, uHTS, GFP/RFP fluorescence ratio, strain VP596; AID 624304, 2012; hit rate 0.49% among 360,000; C. elegans VP596 Pgst-4::GFP/RFP ratio, 24 h; inhibition, % at 21.8 µM;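 active means interference check ratio from 0.5 to 1.5 plus GFP to RFP signal ratio inhibition reaching or exceeding a fixed threshold, cut at about 30% in these data, passing the limit was not always enough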; further: some compounds called inactive have numbers as strong as hits
NadD inh: inhibitors of S. aureus NadD, primary screen, biochemical, colorimetric, uHTS. Nicotinate-nucleotide adenylyltransferase NadD (Staphylococcus aureus N315). purified NadD enzyme, colorimetric absorbance read-out. inhibition, % at 20 µM. hit rate 0.78% among 360,000; in the data active means inhibition above about 26%; further: some compounds past the cut are filed as inactive
MT1-MMP act inh: blockers of MT1-MMP proenzyme processing, primary screen, HT1080 RFP-PRO-GFP cells, GFP/RFP fluorescence | hit rate 0.061% among 360,000 | GFP/RFP ratio fluorescence, overnight; percent of plate control window, DMSO zero | Matrix metalloproteinase-14 (Homo sapiens), P50281 | GFP/RFP ratio change, % at 20 µM;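 active means GFP/RFP ratio change of at least 30% with cell ATP level not reduced by more than half and red fluorescence within 50% of control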; further: strong numbers were not always called active
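Material: RFP-PRO-GFP reporter HT1080 cells. Dosing: single-point 20 µM compound, 1% DMSO. Controls: DMSO and RFP-L50D-GFP cell wells. Timing: cells overnight before dosing, compound overnight, 37 °C, 5% CO2. Measure: GFP/RFP fluorescence ratio.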
Neddyl block: inhibitors of cullin neddylation, primary screen, biochemical, TR-FRET, uHTS, NAE and Ubc12 | NEDD8-conjugating enzyme Ubc12 (Homo sapiens) + NEDD8-activating enzyme E1 regulatory … | calls only at 25 µM | hit rate 0.58% among 360,000 | AID 651699, 2012; in the data active means inhibition above about 36%
Target sequence (P61081 whole entry, looked up): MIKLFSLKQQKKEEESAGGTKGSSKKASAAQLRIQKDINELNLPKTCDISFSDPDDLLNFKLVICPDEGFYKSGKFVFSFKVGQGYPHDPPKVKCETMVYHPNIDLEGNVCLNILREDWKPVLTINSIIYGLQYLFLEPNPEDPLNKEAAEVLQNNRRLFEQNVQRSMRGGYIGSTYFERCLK
Target sequence (Q13564 whole entry, looked up): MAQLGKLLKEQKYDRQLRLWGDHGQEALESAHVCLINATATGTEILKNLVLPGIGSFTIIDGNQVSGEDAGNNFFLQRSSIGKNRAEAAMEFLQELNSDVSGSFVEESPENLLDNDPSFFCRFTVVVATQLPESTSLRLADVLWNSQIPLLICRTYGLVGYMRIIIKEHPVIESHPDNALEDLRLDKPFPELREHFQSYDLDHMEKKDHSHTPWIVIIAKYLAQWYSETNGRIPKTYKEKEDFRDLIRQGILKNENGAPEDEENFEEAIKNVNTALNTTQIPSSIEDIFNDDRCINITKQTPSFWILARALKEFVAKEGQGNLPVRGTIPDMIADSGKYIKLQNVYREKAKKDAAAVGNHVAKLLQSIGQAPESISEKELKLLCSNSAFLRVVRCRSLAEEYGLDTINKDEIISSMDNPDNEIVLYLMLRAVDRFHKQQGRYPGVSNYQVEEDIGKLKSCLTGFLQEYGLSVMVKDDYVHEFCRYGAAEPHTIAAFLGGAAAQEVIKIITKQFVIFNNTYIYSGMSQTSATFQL
CSN inh: inhibitors of CSN-mediated cullin deneddylation, primary screen, biochemical, fluorescence polarization, uHTS; COP9 signalosome complex subunit 5 (Homo sapiens), Q92905; Purified CSN, SCF-Nedd8-OG deneddylation; inhibition, % at 12.5 µM; hit rate 0.38% among 360,000;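 active means pattern-corrected inhibition above about 35%, with an unprinted fluorescence ratio check between 0.5 and 1.5, limit read from the data, passing the limit was not always enough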;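 further: 0% = enzyme with substrate and 100% = substrate without enzyme; some results filed as inactive read as strong as hits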
Target sequence (Q92905 whole entry, looked up, one chain of several): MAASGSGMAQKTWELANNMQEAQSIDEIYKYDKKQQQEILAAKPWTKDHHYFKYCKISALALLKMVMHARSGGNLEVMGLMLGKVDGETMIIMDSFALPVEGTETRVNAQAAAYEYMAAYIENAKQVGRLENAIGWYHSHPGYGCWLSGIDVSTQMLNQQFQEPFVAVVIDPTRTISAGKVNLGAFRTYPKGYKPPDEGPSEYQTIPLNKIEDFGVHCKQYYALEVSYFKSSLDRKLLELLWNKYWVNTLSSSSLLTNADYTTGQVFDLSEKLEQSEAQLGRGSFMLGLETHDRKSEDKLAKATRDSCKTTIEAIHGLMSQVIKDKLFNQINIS
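Assay system: Purified human Csn5 enzyme expressed in HEK293T cells | Amount: Enzyme 0.24 nM | Measured by: Fluorescence polarization readout | Medium: Tris/NaCl/DTT buffer, pH 7.5 | Compound dosing: One concentration, 12.5 µM, 0.25% DMSO | Times: 90 min incubation of compound, enzyme and substrate at room temperature | Control set: no-enzyme wells high, enzyme-with-substrate wells low | Read-out: % inhibition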
Rin1-Abl PPI inh: inhibitors of Rin1-Abl protein binding, primary screen, biochemical, TR-FRET. Tyrosine-protein kinase ABL1 (Homo sapiens) + Ras and Rab interactor 1 (Homo sapiens), …. inhibition, % at 7.35 µM. hit rate 0.4% among 360,000; in the data active means inhibition above about 5%, passing the limit was not always enough
The depositor's hits bear a star; i = inactive; / = no result given.

SMILES	MLLE-PAM2 inh	FAS TE block	Rpn11 inh	SKN-1 block	NadD inh	MT1-MMP act inh	Neddyl block	CSN inh	Rin1-Abl PPI inh
COc1ccc(-c2cc(-c3n[nH]c(=S)n3-c3cc(OC)ccc3OC)[nH]n2)cc1	-10	-3	i	12	14	9	i	-6	-6
CCOC(=O)c1c(NC(=O)COC(=O)c2ncc(Cl)c(Cl)c2Cl)sc(C(=O)N(C)C)c1C	-24	5	i	10	-1	1	i	0	3
C/C(=N/NC(=O)c1cn(-c2cccc(C)n2)cn1)c1ccc(C)cc1	-9	-8	i	1	8	0	i	-2	2
O=C(NCC1CCCO1)c1cc2c(s1)CS(=O)(=O)C2 (stereo not given)	4	-7	i	4	4	-6	i	2	-2
NC(=O)CSc1nc2c(sc3ccccc32)c(=O)n1CCCN1CCOCC1	-17	-7	i	8	2	6	i	2	1
COc1ccc(S(=O)(=O)N(C)C[C@H]2OCCCC[C@@H](C)Oc3ccc(NC(=O)CCC(F)(F)F)cc3C(=O)N([C@H](C)CO)C[C@@H]2C)cc1	-21	20	i	2	6	3	i	6	-1
Cc1ccc(-c2nc(S(=O)(=O)c3ccc(C)cc3)c(SCC(=O)NCC3CCCO3)o2)cc1 (stereo not given)	-54	0	i	-3	0	-2	i	3	4
O=C(Nc1cc(Cl)cc(Cl)c1)C(c1ccccc1)N1CCCCC1 (stereo not given)	-1	38	i	-7	0	-5	i	-4	0
Cc1ccc(CC(=O)O/N=C(\N)c2ccncc2)cc1	5	-5	i	-7	-7	5	i	-1	-2
Cc1[nH][nH]c(=O)c1C(c1ccc(-c2ccc(Cl)c(C(=O)O)c2)o1)c1c(C)[nH][nH]c1=O	28	19	i	13	5	1	i	-8	5
Cc1ccc(O)c(NC(=O)C2CC(c3cccc(Br)c3)=NO2)c1 (stereo not given)	3	5	i	12	-3	8	i	2	-4
CCOc1ccccc1NC(=O)c1ccc2c(c1)C(=O)N(CC1CCCO1)C2=O (stereo not given)	-3	4	i	-5	-3	1	i	3	-2

Arranged by the number under Rin1-Abl PPI inh (largest number first): three of the compounds above
molecule | MLLE-PAM2 inh | Rpn11 inh | SKN-1 block | NadD inh | MT1-MMP act inh | Neddyl block | CSN inh | Rin1-Abl PPI inh
NC(=O)CSc1nc2c(sc3ccccc32)c(=O)n1CCCN1CCOCC1 | -17 | i | 8 | 2 | 6 | i | 2 | 1
O=C(Nc1cc(Cl)cc(Cl)c1)C(c1ccccc1)N1CCCCC1 (stereo not given) | -1 | i | -7 | 0 | -5 | i | -4 | 0
Cc1ccc(O)c(NC(=O)C2CC(c3cccc(Br)c3)=NO2)c1 (stereo not given) | 3 | i | 12 | -3 | 8 | i | 2 | -4

(list continues)
SMILES	MLLE-PAM2 inh	FAS TE block	Rpn11 inh	SKN-1 block	NadD inh	MT1-MMP act inh	Neddyl block	CSN inh	Rin1-Abl PPI inh
CCN1C(=O)[C@H]2[C@@H](c3ccc(C)cc3)N3C(=O)N(c4cccc(Cl)c4)C(=O)[C@@]3(CC)[C@H]2C1=O	2	-3	i	4	-4	0	i	-3	1
O=C(COC(=O)COc1ccccc1F)NCc1ccco1	3	-8	i	9	-1	5	i	-3	1
COc1cc(NC(=S)N2CCN(S(=O)(=O)c3ccccc3)CC2)cc(OC)c1	-75	10	i	-10	-1	1	i	-2	2
O=C(CNC(=O)C1CCCCC1)OCC(=O)c1ccc(F)cc1	-2	-1	i	-7	-3	-4	i	5	0
CCCC12CN3CC(C)(CN(C1)C3c1cccs1)C2=O (stereo not given)	13	-4	i	7	9	-2	i	-3	0
COc1ccc(-n2cnnc2SCC(=O)N2CCN(c3ccccc3)CC2)cc1	-1	-6	i	5	1	9	i	-4	-2
CCOC(=O)C1CCCN(S(=O)(=O)c2ccc(S(=O)(=O)N(CC)CC)cc2)C1 (stereo not given)	0	13	i	-4	2	-3	i	6	1
CCN(C(=O)COC(=O)/C=C/c1cccc([N+](=O)[O-])c1)c1ccccc1	-22	28	i	-4	-6	4	i	-4	-6
Cc1ccc2oc(C(=O)N(C)CCC(O)c3ccccc3)c(C)c2c1 (stereo not given)	12	11	i	8	-9	1	i	-2	1
CCOC(=O)N1CCN(C(=O)c2ccc(C)c(S(=O)(=O)Nc3cccc(C)c3C)c2)CC1	1	0	i	11	-7	0	i	2	-2
COc1ccc(C(CC(=O)O)c2ccc3c(c2)OCO3)cc1 (stereo not given)	24	-6	i	-9	-2	0	i	3	1
COc1ccc(CNC(=O)C(C)NC(=O)c2cc3ccccc3o2)cc1 (stereo not given)	8	-1	i	21	-2	-2	i	2	-1
Cc1csc(SCC(=O)Nc2ccc(C)c(F)c2)n1	0	5	i	-6	-1	-3	i	0	1
Cc1ccc(NC(=O)Nc2cnccn2)cc1	-7	-4	i	23	-1	2	i	-1	-1
O=C(C(Cc1ccccc1)n1cccc1)N1CCN(C2CCCCC2)CC1 (stereo not given)	1	-4	i	-9	1	7	i	0	0
CNC(=O)CSc1nnc(-c2ccccc2F)n1CCc1ccccc1	-6	-6	i	-2	-3	1	i	-1	-4
COc1cc(C(=O)OCC(=O)NC23CC4CC(CC(C4)C2)C3)cc(OC)c1OC	-5	11	i	-3	-5	0	i	3	-2
O=C(N/N=C/c1cn(CC(=O)N2CCOCC2)c2ccccc12)c1cccnc1	-5	-7	i	-3	0	2	i	2	1
N#Cc1cccc(NC(=O)c2cc(C3CCCCN3S(=O)(=O)c3cccc4cccnc34)on2)c1 (stereo not given)	3	30	i	11	5	-6	i	6	0
O=C(CN(Cc1ccc(F)cc1)C(=O)c1csnn1)NCc1ccccc1	26	-4	i	-3	-2	1	i	2	5
COc1ccc(N2C(=O)c3ccccc3NC(=O)C2C(=O)NCc2ccco2)cc1 (stereo not given)	/	/	/	14	/	-2	i	-2	/
CCOc1ccc(Cc2nc(C)c(CC(=O)N3CCCCC3)c(=O)[nH]2)cc1	-15	-6	i	-3	1	0	i	0	-3
CCN(CC)C(=O)CSc1nnc(SC(C)C(=O)NC2CC2)s1 (stereo not given)	3	-11	i	0	-4	-4	i	-3	0
CCCC1O[C@@H]2CC3C4CCC5=CC(=O)C=C[C@]5(C)C4C(OC(C)=O)C[C@]3(C)[C@]2(C(=O)COC(C)=O)O1 (stereo not given in full)	-5	20	i	9	-3	-27	i	5	0
CCc1ccc(/C=N/NC(=O)c2nnn(-c3nonc3N)c2C(C)C)cc1	5	-1	i	-6	-6	1	i	-3	1
CCOC(=O)C(=O)N1c2ccccc2C(N(C(=O)C(=O)OCC)c2ccccc2)CC1C (stereo not given)	7	1	i	-7	-13	-1	i	-4	-1
S=c1[nH]nc(-c2cc(-c3ccccn3)nc3ccccc23)o1	-69	4	i	12	6	-1	i	3	-3
Clc1cccc(CSc2ccc(-c3ccco3)nn2)c1	26	25	i	67*	-1	2	i	6	0
Cc1cc(C)c(NC(=O)CSc2nc(=O)n(CCN3CCOCC3)c3c2CCC3)c(C)c1	6	-6	i	18	-1	-2	i	0	0
COc1cccc(C(=O)O/N=C(\N)c2ccc([N+](=O)[O-])cc2)c1	13	8	i	13	-4	-4	i	4	-1
OC[C@@H]1CN(Cc2ccc(Cl)cc2)C[C@H](n2cnc3c(NC4CCCC4)ncnc32)O1	13	-4	i	-4	2	7	i	-4	-1
Cc1cc2cc3c(cc2nc1SCC(=O)Nc1c(C)cccc1C)CCC3	15	-2	i	15	9	-10	i	-5	3
CCN(C[C@H]1N[C@@](C)(C(=O)OC)[C@H]2C(=O)N(Cc3ccccc3)C(=O)[C@@H]12)C(=O)Nc1ccc(F)cc1	4	-8	i	10	4	3	i	1	-2
COc1cc(NC(=O)c2cc(-c3cccs3)on2)cc(OC)c1OC	-1	14	i	16	-11	5	i	4	-3
Cc1onc(C(=O)N2CCN(c3ccccc3F)CC2)c1-c1ccccc1Cl	13	-7	i	-3	0	1	i	-14	-1
CC(C)c1ccc(/C=C/C(=O)Nc2ccc(CN3CCOCC3)cc2)cc1	1	1	i	7	11	8	i	4	0
CCn1c(SCC(=O)c2ccc(Cl)cc2)nnc1-c1ccoc1C	-19	1	i	1	14	1	i	8	-1
Cc1ccc(C)c(C2=NNC(=NCc3ccccc3)SC2)c1	16	1	i	-1	14	-5	i	11	-3
NNC(=O)C1=NOC2COC3(CCN(c4ncccn4)CC3)OCC12 (stereo not given)	-1	-5	i	0	0	0	i	-6	1
C[C@@H]1COc2cccc(N3CCN(Cc4ccccc4F)CC3)c2S(=O)(=O)N1	/	-7	/	-1	0	-2	i	2	/
CC1CCCN(C(=O)CSc2nnc(-c3ccco3)n2C)C1 (stereo not given)	-3	-6	i	-1	-2	1	i	-3	1
Cc1ccc(CN2CCNC(=O)C2CC(=O)NCc2cc(C)n(C)n2)cc1 (stereo not given)	29	-6	i	5	-2	-4	i	2	2
COc1ccc(N(C)C(=O)c2sc(Cl)nc2C)cc1	0	-5	i	-11	0	-1	i	-5	-2
CCOC(=O)N1CCC(=NNC(=O)c2ccc(O)cc2)CC1	-3	-11	i	6	0	6	i	1	5
CCOC(=O)CC(=O)CSc1nc2c(sc(=S)n2-c2ccc(C)c(C)c2)c(=O)[nH]1	7	3	i	-5	4	7	i	5	-2
O=C(Nc1nnc(-c2cccs2)o1)c1ccc(S(=O)(=O)N2CCOCC2)cc1	-6	-8	i	2	5	-1	i	-2	6
COc1ccc(C2OC(=O)CC2C(=O)NC2CCCC(C)C2C)cc1OC (stereo not given)	5	-6	i	7	4	-1	i	2	4
Cc1ccccc1NC(=O)Cn1nnc(-c2ccc(CN3CCC(C)CC3)cc2)n1	4	-8	i	-10	-1	0	i	3	-1
CC(NC(=O)CN1CCN(c2ncccn2)CC1)c1ccc(F)cc1 (stereo not given)	-34	-5	i	-11	-2	-2	i	-3	-1
CCCN(C1CCS(=O)(=O)C1)S(=O)(=O)c1ccc2ccccc2c1 (stereo not given)	1	8	i	19	0	2	i	1	0
Cc1nc(SCc2ccc(Cl)c(Cl)c2)ncc1C(=O)O	4	-7	i	8	3	1	i	-7	0
C=CC(=O)NC(NC(=O)C=C)c1ccc(Br)cc1	-4	-6	i	14	5	10	i	4	-4
O=C(OC1CCOC1=O)c1ccc2ncsc2c1 (stereo not given)	1	-3	i	-19	3	-4	i	-1	1
COc1ccccc1/C=C/C1=NC(=C\C=C/c2ccccc2)/C(=O)O1	-11	12	i	-1	19	-4	i	14	9
COc1cc(OCc2ccccc2)c(OC)c(OCc2ccccc2)c1	9	41	i	21	-2	1	i	-5	-1

Looked up above:
SKN-1 block, COc1ccccc1/C=C/C1=NC(=C\C=C/c2ccccc2)/C(=O)O1 stands at -1
NadD inh, COc1cc(OCc2ccccc2)c(OC)c(OCc2ccccc2)c1 stands at -2
NadD inh, CCCN(C1CCS(=O)(=O)C1)S(=O)(=O)c1ccc2ccccc2c1 (stereo not given) stands at 0

Bioassay records from PubChem BioAssay.
